High-throughput results from PubChem BioAssay.
Insulin prom up = MIN6 insulin promoter up-regulation; MIN6 insulin promoter-GFP reporter, high-content imaging; hits give high values; z-score at 5 µM; 0.3% of 190,000 active;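 active means z-score above 3 at 5 µM with at least 500 cells counted in the well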
Yfh1-off respiration = mitochondrial function rescue without frataxin homolog – Friedreich's ataxia, plus single-dose screen, dose response (AID 1465). S. cerevisiae Yfh1-off respiration, WST-1 reduction, 72 h; higher fold induction means a stronger effect. 0.074% of 220,000 active. fold induction at 50 µM, or EC50 in µM where a hit was titrated;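 active means fold induction of absorbance versus untreated yeast above a set limit, then at least 30% activation at any dose in follow-up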;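 further: activators that raise dye reduction in frataxin-depleted yeast; strong numbers were not always called active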
MT stabilize HCS = microtubule stabilization, imaging screen; HeLa tubulin immunostaining HCS, 24 h; share of cells brighter than vehicle mean+2SD; % tubulin-high responders, % at 10 µM; 0.83% of 200,000 active;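 active means plate Z-score above 3 for both tubulin-high and condensed-nucleus cell shares, with cell loss under 80%, at 10 µM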;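 further: anti alpha tubulin signal scored within the nucleus-defined area of each cell; some results filed as inactive read as strong as hits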
Autophagy mod = autophagy modulation, high-content screen | MEF GFP-LC3 puncta imaging; test concentration mostly 10 µM | calls only at 10 µM (by protocol) | 0.98% of 190,000 active | AID 463193;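 active means percentage of spot-positive cells more than 3 SD above its plate mean, without a fluorescence outlier flag or 80% toxicity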;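 further: spot-positive cell cutoff set from DMSO-treated cells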
WT yeast gro inh = growth inhibition of WT yeast, mitochondrial fusion screen; 2.1% of 190,000 active; mitochondrial fusion phenotypic screen, WT strain; AID 1362; inhibition, % at 10 µM; in the data active means inhibition above about 58%; tested in S. cerevisiae
Dynein transport = dynein cargo transport inhibition; AID 1381; z-score, hits read low; 0.47% of 220,000 active; 3617.4 mouse cells, GR-EGFP nuclear translocation imaging; test concentration mostly 20 µM; stimulated with dexamethasone, 1 µM; hits give low values;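 active means plate z-score of nuclear minus cytoplasmic receptor signal below a set negative limit, without overly bright fluorescence or cell loss, cut at about -3.5 in these data, passing the limit was not always enough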;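 further: z-score of nuclear minus cytoplasmic ring GR-EGFP intensity difference per well; some compounds called inactive have numbers as strong as hits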
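Buffer or medium: tet-free medium with charcoal-stripped serum / Also added: dexamethasone agonist, 1.0 µM final, for 30 min / Timing: induction 48 h, compound 1 h, agonist 30 min / Measured by: high-content fluorescence imaging after fixation / Read-out: nuclear-to-cytoplasmic GR-EGFP distribution per well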
AID2073 = inhibitors of Mint1-CaV2.2 protein interaction, biochemical, HTRF (AID 2073); HTRF protein-protein interaction, Mint1-CaV2.2; higher % means a stronger effect; inhibition, % at 20 µM; hits with a dose series show IC50 in µM; 0.19% of 290,000 active; in the data active means inhibition mostly above about 51%, no sharp cut-off; further: some results filed as inactive read as strong as hits
HIV fusion peptide = inhibitors of HIV fusion peptide binding, primary screen, biochemical, uHTS, fluorescence dequenching (AID 1986). cell-free peptide binding, fluorescence dequenching, 30 min; higher % means a stronger effect. inhibition, % at 20 µM; hits with a dose series show IC50 in µM. 0.3% of 290,000 active; in the data active means inhibition mostly above about 52%, no sharp cut-off; inactive means mostly below about 76%; further: some results filed as inactive read as strong as hits
bCat nuc transl = modulators of beta-catenin nuclear translocation. HeLa beta-catenin nuclear translocation, immunofluorescence imaging. nuclear translocation activity, % at 5 µM. 0.3% of 190,000 active. AID 1665;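 active means nuclear translocation activity above 50% at 5 µM, with a well cell count of 50 or more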;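 further: per-cell ratio of nuclear to cytoplasmic median beta-catenin stain intensity; plate controls were DMSO negative control for no effect and GSK-3 inhibitor IX positive control for full effect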
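Technique: fluorescence imaging of beta-catenin antibody stain plus DAPI / Material: human HeLa cell line / Incubation: compound treatment 24 h, 37°C, 5% CO2 / Read-out basis: % activation of per-cell nuclear versus cytoplasmic median beta-catenin signal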
WT yeast gro inh mutant strain = second read-out of WT yeast gro inh, no call of its own (marks repeat the call); inhibition, %; mitochondrial fusion phenotypic screen, mutant strain inhibition
Dynein transport cytoplasmic EGFP = also measured in Dynein transport; calls as there; z-score; measured here: cytoplasmic GR-EGFP intensity; hits give high values
Dynein transport nuclear GR-EGFP = further read-out of Dynein transport, marked with its call; z-score; measured here: nuclear GR-EGFP intensity;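 lower value marks the stronger effect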
Dynein transport cell count = recorded beside Dynein transport, whose call it bears; z-score; measured here: cell count per field
Insulin prom up cell count = recorded beside Insulin prom up, whose call it bears; cell count; measured here: cytotoxicity, nuclei count;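 total cells summed across four imaged fields per well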
bCat nuc transl cell count 5 µM = further read-out of bCat nuc transl, marked with its call; cell count; measured here: cell count, cytotoxicity flag
MT stabilize HCS Hoechst-high % = recorded beside MT stabilize HCS, whose call it bears; % Hoechst-high responders; measured here: nuclear condensation Hoechst responders;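 share of cells brighter than vehicle mean plus two SD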
MT stabilize HCS cytotoxicity % = also measured in MT stabilize HCS; calls as there; toxicity, %; measured here: cytotoxicity by cell density;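 0% = mean cell density of plate MIN control wells and 100% = no cells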
Autophagy mod cell loss 18 h = also measured in Autophagy mod; calls as there; toxicity, %; measured here: cell loss, nuclei count;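 cell loss after 18 h compound exposure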
* hit, by the source's call; i = inactive; nt = no result given.

SMILES | Insulin prom up | Insulin prom up cell count | Yfh1-off respiration | MT stabilize HCS | MT stabilize HCS Hoechst-high % | MT stabilize HCS cytotoxicity % | Autophagy mod | Autophagy mod cell loss 18 h | WT yeast gro inh | WT yeast gro inh mutant strain | Dynein transport | Dynein transport cytoplasmic EGFP | Dynein transport nuclear GR-EGFP | Dynein transport cell count | AID2073 | HIV fusion peptide | bCat nuc transl | bCat nuc transl cell count 5 µM
Cc1cccc(NC(=S)NC(=O)c2ccc(Br)o2)c1 | -0.19 | 1422 | i | 3.7 | 1.8 | 2.1 | i | -37 | 11 | 13 | 0.7 | -0.2 | 0.48 | -1.4 | -20% | 0.5% | -1.3 | 1237
CN(C)NC(=S)NC(=O)C12CC3CC(CC(C3)C1)C2 | 0.21 | 937 | i | 4.0 | 3.1 | 8.8 | i | 9 | 47 | 59 | -0.74 | -0.31 | 0.13 | 0.34 | -10% | -2.3% | -2.5 | 1077
CCCn1cc(SCC(=O)Nc2ccc3c(c2)OCO3)c2ccccc21 | 0.18 | 2035 | i | 5.5 | 1.7 | 11 | i | 0 | 18 | 6 | 0.45 | -0.26 | 0.31 | -0.002 | -2% | 0.7% | 0.2 | 1086
CCc1ccc(OCC(=O)Nc2cccc3nsnc23)cc1 | 0.09 | 1432 | i | 0.7 | 0.8 | 3.7 | i | 17 | 49 | 35 | -0.042 | -0.19 | -0.0058 | 0.1 | 7% | 2.0% | -0.3 | 1562
O=C1C2CC=C(Cl)CC2C(=O)N1CCC[n+]1ccccc1 (stereo not drawn) | 0.13 | 1581 | i | 1.3 | 1.4 | 6.5 | i | -2 | -2 | -2 | -0.39 | -0.21 | -0.24 | 0.77 | -3% | -0.5% | -1.7 | 1344
COC(=O)c1c(C)oc(C)c1S(=O)(=O)N1CCCC1 | nt | nt | i | nt | nt | nt | nt | nt | nt | nt | -0.12 | -0.29 | -0.14 | 0.34 | 13% | -1.7% | -0.7 | 1171
Cc1cc(NC(=O)CSc2ccc3nnc(-c4cccs4)n3n2)no1 | 0.46 | 930 | i | 3.7 | 1.9 | 2.4 | i | -9 | -1 | 2 | -0.33 | -0.27 | -0.18 | 0.52 | 7% | -1.1% | -0.4 | 1175
CN(C)CCCNc1c2c(nc3cc(-c4cccc(F)c4)nn13)CCC2 | -0.14 | 1480 | i | 0.8 | 1.5 | 3.4 | i | 6 | -14 | -7 | -0.29 | -0.18 | 0.34 | 0.41 | 13% | 0.6% | 0.3 | 968
CC(C)NC(=O)CC1C(=O)N(Cc2ccccc2)C(C)c2nc3ccccc3n21 (stereo not drawn) | nt | nt | i | 1.9 | 1.2 | 0.5 | i | -59 | 5 | -8 | -0.57 | -0.23 | -0.26 | 0.92 | -5% | -0.5% | 5.1 | 623
COc1ccc(/C=N/n2c(C)cc(C)cc2=O)cc1 | 0.81 | 1499 | i | 2.2 | 1.0 | 1.4 | i | -3 | 4 | 0 | 2.3 | 0.11 | 2 | -2 | -6% | 0.1% | -3.9 | 957
COc1cc(-c2nnc(SCC(=O)NC3CCS(=O)(=O)C3)o2)cc(OC)c1OC (stereo not drawn) | 0.1 | 1377 | i | 1.5 | 3.0 | 10 | i | 11 | 13 | 6 | -0.11 | -0.11 | -0.071 | -1.4 | 4% | 0.0% | -2.4 | 1088
O=C1c2cccc3cccc(c23)N1Cc1ccc(F)cc1 | nt | nt | i | 3.3 | 1.6 | 3.8 | i | -6 | 25 | 8 | -0.53 | -0.25 | -0.5 | 0.67 | 23% | -2.8% | 1.1 | 900
CCOCCOC(=O)NCCCCCCNC(=O)OCCOCC | -0.07 | 992 | i | nt | nt | nt | nt | nt | nt | nt | 1.6 | -0.12 | 0.84 | -1.2 | 9% | 1.1% | -1.3 | 1442
Clc1ccc(/C=C/c2nc3ccccc3[nH]2)cc1 | nt | nt | i | 1.2 | 1.7 | 9.3 | i | -3 | 17 | 0 | nt | nt | nt | nt | 10% | 4.5% | nt | nt
COC(=O)c1ccc(COc2ccc(C)cc2[N+](=O)[O-])o1 | 1.3 | 985 | i | nt | nt | nt | nt | nt | nt | nt | 0.63 | -0.09 | 0.12 | 0.28 | 3% | -2.4% | -1.4 | 1409
COc1ccc(CNc2nc3ccccc3n2Cc2ccccc2)cc1OC | -1.2 | 1497 | i | 1.0 | 1.6 | 5.1 | i | 3 | -14 | 5 | -1 | -0.29 | -0.42 | 0.28 | -6% | 0.3% | 0.5 | 1364
COc1ccc(N2CCN(C(=O)CCNS(=O)(=O)c3cccs3)CC2)cc1 | 0.56 | 878 | i | 3.1 | 1.4 | 4.2 | i | -6 | -12 | -9 | -0.4 | 0.095 | -0.24 | -0.28 | -11% | -2.2% | 1.9 | 1030
CCOC(=O)N1CCC(NC(=O)c2cc(C(=O)Nc3ccc(OCC)cc3)ccc2CO)CC1 | -1.4 | 871 | i | 2.4 | 1.7 | 9.1 | i | 8 | 5 | -2 | -0.49 | -0.22 | -0.0078 | -0.072 | 2% | 0.8% | nt | nt
O=C(/C=C/c1ccccc1)Nc1cccc(C(=O)O)c1 | 0.1 | 1557 | i | 2.4 | 1.7 | 6.4 | i | -10 | 0 | 2 | -0.56 | -0.34 | 0.1 | 0.84 | 10% | 0.4% | 0.4 | 1023
O=C(NC1CCCCCCC1)c1ccc2c(c1)N(Cc1ccc(F)cc1)C(=O)CS2=O (stereo not drawn) | -0.46 | 1133 | i | 5.7 | 2.3 | 8.8 | i | -1 | -19 | 5 | 0.19 | -0.22 | 0.36 | -0.33 | -8% | 2.2% | -2.4 | 1039

Copied from the list.
Reading of `CCc1ccc(OCC(=O)Nc2cccc3nsnc23)cc1` under MT stabilize HCS Hoechst-high %: 0.8
Reading of `CCOCCOC(=O)NCCCCCCNC(=O)OCCOCC` under HIV fusion peptide: 1.1%

Carrying on:
SMILES | Insulin prom up | Insulin prom up cell count | Yfh1-off respiration | MT stabilize HCS | MT stabilize HCS Hoechst-high % | MT stabilize HCS cytotoxicity % | Autophagy mod | Autophagy mod cell loss 18 h | WT yeast gro inh | WT yeast gro inh mutant strain | Dynein transport | Dynein transport cytoplasmic EGFP | Dynein transport nuclear GR-EGFP | Dynein transport cell count | AID2073 | HIV fusion peptide | bCat nuc transl | bCat nuc transl cell count 5 µM
CCOC(=O)c1c(NC(=O)C(C)Sc2c[nH]c3ccccc23)sc2c1CCC2 (stereo not drawn) | -1.4 | 1134 | i | 2.9 | 1.0 | 14 | i | 3 | 44 | -10 | -0.2 | -0.29 | 0.57 | -0.076 | 4% | 1.0% | -1.4 | 541
O=C(OCC(=O)N1CCCCC1)c1cc2ccccc2cc1O | nt | nt | i | 1.6 | 1.2 | 5.9 | i | 6 | 18 | -8 | -0.67 | -0.15 | -0.32 | 0.6 | -2% | 3.2% | 0.7 | 1131
CCOC(=O)c1sc(=NC(=O)CCS(=O)(=O)c2ccccc2)n(C)c1C | 0.25 | 1271 | i | 2.8 | 1.9 | 4.4 | i | -12 | 2 | -1 | -0.8 | -0.26 | -0.29 | 0.69 | -10% | -1.7% | -4.7 | 1107
CCOC(=O)c1c(O)c2c(n(Cc3ccco3)c1=O)CCCC2 | 0.12 | 1223 | i | 3.0 | 1.5 | 3.8 | i | -14 | 5 | 1 | 1.1 | -0.24 | 1.4 | 0.034 | 6% | 0.0% | -3.9 | 1009
Cc1c([N+](=O)[O-])nnn1-c1cc(Cl)cc(Cl)c1 | -0.82 | 1308 | i | 2.9 | 2.9 | 9.5 | i | 4 | -5 | 12 | -0.79 | -0.24 | -0.48 | 0.95 | 12% | -0.7% | -0.7 | 1141
Cc1c(C(=O)N(C)Cc2ccccc2)oc2ccc(S(=O)(=O)N3CCCC3)cc12 | -0.07 | 705 | i | 3.2 | 1.6 | 7.4 | i | 14 | -8 | -5 | -0.35 | -0.29 | -0.12 | 0.076 | 5% | -2.6% | -2.1 | 718
Cc1sc(NC(=O)CN(Cc2ccccc2)C(=O)C2CC2)c(C(N)=O)c1C | 0.77 | 1382 | i | 1.6 | 1.8 | 9.5 | i | 15 | -10 | -15 | 0.1 | -0.25 | 0.28 | 0.63 | -8% | 0.5% | -2.5 | 1081
CC(C)N(Cc1nc(-c2ccc(Cl)cc2)no1)C(=O)CCC1CCCC1 | 1.4 | 943 | i | 2.6 | 3.3 | 6.1 | i | 1 | 67* | 18* | -0.6 | -0.23 | -0.34 | -0.07 | -6% | -4.8% | 0.9 | 1169
CCC[C@@H]1C[C@@]1(CCC)[C@@H](NC(=O)c1ccccc1)c1ccc(C(=O)OC)cc1 | -0.12 | 1147 | i | 5.8 | 2.2 | 9.6 | i | 16 | 43 | -10 | 0.83 | -0.22 | 0.7 | 0.45 | 31% | -0.3% | -3.6 | 531
CC(NC(=O)OCc1ccccc1)C(=O)Oc1cc2oc(=O)cc(-c3ccccc3)c2cc1Cl (stereo not drawn) | -0.01 | 1467 | i | 4.8 | 2.3 | 5.6 | i | -4 | -8 | -18 | -1.2 | -0.12 | -0.42 | -0.082 | 40% | 3.4% | 0.6 | 1094
COC(=O)Nc1ccc(S(=O)(=O)N2CCC(C(=O)N(C)C3CCCCC3)CC2)cc1 | -0.67 | 1285 | i | 3.0 | 2.3 | 0.2 | i | -13 | 19 | -3 | 0.47 | -0.07 | 0.31 | -0.036 | 6% | 1.2% | -0.9 | 1074
CC(=O)Nc1nnc(CCN2CCCCC2)s1 | 0.15 | 1532 | i | 3.0 | 3.1 | 6.1 | i | -2 | -8 | -25 | 0.098 | -0.08 | -0.57 | -0.11 | -6% | -1.3% | 0.5 | 1244
